# Bioassay records: PubChem, several laboratories
# HSF1 activator: increases HSF-1 driven luciferase reporter signal. NIH3T3-HGL HSF-1 luciferase reporter, MG132, 8 h; 100% = twice DMSO control signal. activation, % at 9 µM. 300,000 compounds, 1.7% hits;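 active = mean replicate activation of at least 50% with a set share of replicates each reaching 50%; inconclusive = only one of those two conditions met; inactive = mean below 50% and too few replicates reaching it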;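 note: 0% = median of the neutral control wells and 100% = twice that signal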
# HSP90 inh: inhibitors of HSP90 luciferase refolding in rabbit reticulocyte lysate. inhibition, % at 5.6 µM. luciferase refolding luminescence, 3 h. 290,000 compounds, 0.91% hits;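 active = inhibition above the screen-wide mean plus 3 SD, computed separately per campaign, cut at about 16% in these data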;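 note: 0% = DMSO wells and 100% = 60 µM geldanamycin wells; inhibitors lower the luminescence because luciferase stays unfolded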
# Platelet DG rel: modulates dense granule release in human platelets. inhibition, %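 (compounds screened at 7.5 µM in platelet-rich plasma)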. 300,000 compounds, 0.22% hits. human platelet-rich plasma, SFLLRN dense granule ATP release, luminescence;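 active = mean replicate score, as percent of positive control, at or above 50; inconclusive = mean below 50 but at least one replicate at or above 50; inactive = mean and every replicate below 50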
# GSK3A inh: inhibitors of human GSK-3 alpha kinase | inhibition, % at 10 µM | 320,000 compounds, 0.1% hits | ADP-Glo luminescence, 60 min | P49840;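 in the data active = inhibition above about 50%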;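 note: GST-tagged GSK-3 alpha with peptide substrate and 25 µM ATP; 0% = DMSO neutral wells and 100% = GW8510 positive control wells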
# Target sequence (P49840 whole entry, looked up): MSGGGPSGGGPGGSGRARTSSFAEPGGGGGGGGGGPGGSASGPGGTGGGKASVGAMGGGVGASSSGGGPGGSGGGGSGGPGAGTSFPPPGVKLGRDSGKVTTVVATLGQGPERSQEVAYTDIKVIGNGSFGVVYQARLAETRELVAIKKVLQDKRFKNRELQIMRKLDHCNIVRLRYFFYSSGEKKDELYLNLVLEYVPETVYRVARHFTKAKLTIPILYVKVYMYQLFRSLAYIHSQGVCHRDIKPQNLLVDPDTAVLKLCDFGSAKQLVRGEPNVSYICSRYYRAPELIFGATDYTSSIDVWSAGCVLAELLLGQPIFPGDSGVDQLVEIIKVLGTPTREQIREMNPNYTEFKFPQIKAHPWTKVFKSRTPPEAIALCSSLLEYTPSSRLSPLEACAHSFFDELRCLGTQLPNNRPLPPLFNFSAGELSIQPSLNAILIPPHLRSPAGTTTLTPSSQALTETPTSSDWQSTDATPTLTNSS
# IEC-6 tox: counter-screen for KLF5 inhibitors: cytotoxicity in IEC-6 cells | IEC-6 cytotoxicity, luminescence viability | inhibition, % at 5 µM | 290,000 compounds, 0.78% hits; in the data active = inhibition above about 22%;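 note: 0% = plate median of test compound wells and 100% = cytotoxic reference compound wells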
# GSK3beta inhib: blocks human GSK3beta kinase activity. GST-GSK3beta kinase, ADP-Glo luminescence, 60 min; hits give low values. 300,000 compounds, 0.038% hits. P49841. activity score (negative = inhibition), % at 10 µM. AID 2097;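 active = more than half of replicate wells score below -50%, meaning over 50% inhibition versus plate controls; inconclusive = some replicates but at most half score below -50%; inactive = no replicate scores below -50%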;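 note: 0% = median DMSO wells and -100% = median GW8510 positive control wells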
# Target sequence (P49841 whole entry, looked up): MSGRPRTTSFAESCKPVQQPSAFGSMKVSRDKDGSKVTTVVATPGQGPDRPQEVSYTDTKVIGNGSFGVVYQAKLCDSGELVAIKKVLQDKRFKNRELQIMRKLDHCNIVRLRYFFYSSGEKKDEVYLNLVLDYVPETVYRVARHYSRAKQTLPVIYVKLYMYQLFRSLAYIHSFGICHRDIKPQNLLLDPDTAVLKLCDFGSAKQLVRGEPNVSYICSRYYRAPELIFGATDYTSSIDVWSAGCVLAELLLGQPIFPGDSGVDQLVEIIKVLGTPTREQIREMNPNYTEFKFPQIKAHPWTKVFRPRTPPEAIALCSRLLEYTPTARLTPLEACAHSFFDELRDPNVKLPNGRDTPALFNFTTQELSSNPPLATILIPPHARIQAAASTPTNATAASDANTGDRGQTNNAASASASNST
#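 Assay system: GST-tagged human GSK3beta kinase, cell-free; Input: 1.6 ng GSK3beta; Medium: Tris/MgCl2 kinase buffer; Timing: 60 min enzyme reaction, room temperature; Signal: ADP-Glo luminescence quantifying ADP generated by kinase; Evaluation: score relative to plate controls; Benchmarks: DMSO neutral wells and GW8510 at 20 µM as positive.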
# HSF1 inhib: HSF1 inhibition; NIH3T3-HGL HSE-luciferase, MG132-induced, luminescence 8 h; hits give low values; 300,000 compounds, 0.77% hits; activity change, negative = inhibition, % at 7.5 µM (by protocol);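 active = more than half of replicate wells show activity change below -50%, luminescence cut by over half; inconclusive = some wells, but at most half, below -50%; inactive = no replicate well below -50%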;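 note: luciferase reports HSF-1 transcriptional activity via heat shock element; 0% = median of DMSO wells and -100% = zero luminescence signal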
# DYRK1A inh: blocks rat Dyrk1A kinase activity | ADP-Glo luminescence, NFATc1 peptide | inhibition, % at 12.5 µM | 310,000 compounds, 0.43% hits; in the data active = inhibition above about 50%;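 note: plate controls were vehicle with enzyme for no effect and no enzyme for full effect; many of its hits are not listed in these tables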
# aSyn UTR inh: 5' untranslated region of α-synuclein, MLPCN primary screen; inhibition, % (tested at 7.5 µM); alpha-synuclein 5'UTR reporter, inhibitor activity; 300,000 compounds, 0.82% hits; in the data active = inhibition above about 60%; inconclusive = no clear call, values can overlap the other calls;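 note: H4 neuroglioblastoma cells stably carrying SNCA 5'UTR luciferase fusion; 0% = DMSO wells and 100% = positive control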
# KLF5 inhibitor: kruppel-like factor 5 inhibition | DLD-1 KLF5 promoter-luciferase reporter, luminescence | inhibition, % at 5 µM | 290,000 compounds, 0.23% hits | AID 1700;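 active = inhibition above a per-plate limit of that plate's mean compound inhibition plus 3 SD, cut at about 60% in these data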;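 note: 0% = DMSO wells and 100% = LY294002 at 200 µM; higher means less KLF5 promoter-driven luciferase light; inactives centre near -14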
# The depositor's hits bear a star; ? = inconclusive; / = not tested or not shown.
SMILES,HSF1 activator,HSP90 inh,Platelet DG rel,GSK3A inh,IEC-6 tox,GSK3beta inhib,HSF1 inhib,DYRK1A inh,aSyn UTR inh,KLF5 inhibitor
CC(C)N1CCC(NC(=O)Nc2ccc3c(c2)OCO3)CC1,16.5,1.1,1.3,0.4,3.1,0.2,1.7,-8.3,-12.2,-30.4
C=CCn1c(C(O)c2ccccc2)nc2ccccc21 (stereo not drawn),3.9,3.2,10.3,0.0,7.1,2.2,2.1,10.3,-2.0,-0.8
Cc1ccc(CNc2nc3ccccc3n2C)o1,-2.3,-0.4,-5.5,1.8,-5.5,0.6,6.0,3.5,-58.1,-73.9
COc1ccc(-c2nc3ccccc3nc2-c2ccc(OC)c(OC)c2)cc1OC,-5.3,3.9,1.2,-8.4,1.2,1.7,-2.9,-3.3,20.3,-25.9
CCOC(=O)c1cc2c3ccccc3n(CC)c2nc1N,-5.3,6.0,-0.9,0.0,5.7,2.2,-4.7,-5.0,14.1,-35.0
COc1ccc(O)c(/C=N/NC(=O)c2c(C)nnn2-c2nonc2N)c1,1.9,0.9,0.4,1.0,3.6,-4.1,0.1,-0.5,64.1*,-16.1
O=C(Nc1ncccn1)c1ccc([N+](=O)[O-])cc1[N+](=O)[O-],8.3,/,-8.2,-4.2,/,1.3,-9.9,3.6,-5.6,/
O=S(=O)(Nc1ccccc1Cl)c1cc(NC(=S)NCCN2CCOCC2)ccc1Cl,10.2,-0.2,-9.1,-1.7,10.3,13.6,-0.2,-0.8,8.1,0.6
O=C(c1ccc(N2CCOCC2)c([N+](=O)[O-])c1)N1CCN(S(=O)(=O)c2cccs2)CC1,11.9,-0.9,-8.8,-0.2,-9.5,4.6,0.5,-1.4,2.8,-4.7
COc1cccc(C(=O)NNC(=O)CCc2ccccc2)c1,4.5,0.8,7.9,-1.3,0.3,-2.9,1.0,5.7,15.3,-12.2
Fc1ccccc1/C=C/c1ccc2ccccc2n1,-12.8,6.5,41.9,-4.1,2.3,-5.2,-25.0,-0.6,35.0,-129.4
CC(C)CCNC(=O)C(=O)NC1CCCC1,19.7,3.2,-4.1,12.0,-1.4,0.5,17.4,-3.1,-134.4,-27.1
COc1cccc(N(C(=O)CNC(=O)c2ccco2)C(C(=O)NC2CCCCC2)c2ccncc2)c1 (stereo not drawn),-6.3,-2.0,4.0,2.9,-10.0,-4.2,0.2,3.8,4.2,-17.2
C=CCC(C#N)(c1ccc(OC)c(OC)c1)c1cnccn1 (stereo not drawn),-1.2,/,0.5,-2.4,/,-5.5,3.8,13.7,23.7,/
CC(=O)c1ccc(OC(=O)CCc2nc3ccccc3s2)cc1,-3.7,3.7,-3.2,1.5,6.8,1.8,-1.8,5.7,-27.4,-28.8
CCOc1ccc(C(=O)NCC(=O)OC(C)C(=O)NCc2ccco2)cc1OCC (stereo not drawn),-2.6,-1.8,2.9,/,-3.0,-3.0,-7.4,7.5,-7.1,-10.2
O=C(CSc1nnc(NC(=O)c2ccco2)s1)Nc1ccc(F)cc1,1.1,11.6,-1.5,1.7,-3.3,0.2,0.2,5.4,-27.8,3.4
COc1ccc([N+](=O)[O-])cc1N(CC(O)CN(C)C)S(=O)(=O)c1ccc(C)cc1 (stereo not drawn),-0.5,-1.3,2.8,-3.9,0.8,3.6,-0.4,-3.9,-4.7,-11.1
Cc1cc(C)nc(Nc2ccccc2Br)n1,14.9,-1.9,14.7,-2.0,2.0,-2.4,7.9,-2.0,14.4,-26.3
O=C(NCC1CCCO1)C(c1cccs1)N(Cc1ccccc1Cl)C(=O)c1ccc(-c2ccccc2)[nH]1 (stereo not drawn),20.5,13.5,-2.4,1.9,-6.3,5.2,-3.3,-2.0,36.0,-14.9
CN(C)C(CNS(=O)(=O)c1ccc(Br)cc1)c1cccnc1 (stereo not drawn),-9.5,-0.4,2.7,-0.4,-1.1,-0.9,-5.4,-1.6,-13.6,2.4
CCOC(=O)c1ccc(CN2Cc3ccccc3C2=O)cc1,-13.4,5.1,-0.7,-0.4,-0.3,0.8,-2.8,-2.9,-12.4,-3.9
CC1(C)CC(N2CCCC2)=CC(=[N+]2CCCC2)C1,-10.3,2.4,-3.9,-1.7,16.2,-1.9,-6.0,4.2,-24.4,-7.6
Cc1ccccc1Cn1c(=O)n(CCC(=O)NCc2ccc3c(c2)OCO3)c(=O)c2ccccc21,-21.9,5.1,-6.8,-2.5,-4.0,0.6,-4.0,-1.6,30.3,-22.6
Cc1ccc(SC(C)C(=O)O/N=C(\N)c2ccncc2)cc1 (stereo not drawn),7.0,-0.4,-6.2,-0.9,-1.4,2.2,4.2,1.5,-13.1,-19.0
Cc1cc(C)cc(N(CC(=O)NC2CCCC2)C(=O)CCC(=O)Nc2nccs2)c1,-0.3,-3.7,3.5,-2.7,2.1,0.1,-3.4,3.2,-2.6,-11.2
CCOC(=O)Cc1nc(-c2cccc(C(F)(F)F)c2)no1,6.9,-2.1,1.2,-1.1,-3.8,0.9,-16.7,1.9,-8.5,-17.3
COC(=O)C1=CN(Cc2cccs2)C=C(C(=O)OC)C1c1cccc(O)c1,6.7,-2.9,11.5,-0.8,4.4,2.5,0.3,-3.4,17.3,-20.0
COc1ccc(CN(Cc2ccc(OC)cc2)C(=O)c2cccs2)cc1,10.8,5.0,-0.9,-1.1,-5.2,1.9,5.5,/,11.0,-18.2
CC1Sc2ccc(S(=O)(=O)CCC(=O)NC3CCCCC3C)cc2NC1=O (stereo not drawn),13.4,-2.0,-3.6,-0.9,2.9,2.9,5.9,3.4,-15.2,-40.8
Cc1ncc(CO)c2c1Oc1nc(-c3ccccc3)nc(SCC(=O)N3CCCCC3)c1C2,-3.1,-6.3,-2.8,-1.6,-0.9,3.8,-8.1,3.8,-4.2,-41.7
O=C(COC(=O)c1cccc2c1C(=O)c1ccccc1C2=O)NC1CCCCC1,29.9,-0.4,-0.4,2.3,2.8,-0.7,21.0,11.9,20.3,-7.2
CCCCNC(=O)C1CC(c2ccccc2[N+](=O)[O-])=NO1 (stereo not drawn),-5.1,-2.4,-1.6,-1.0,-9.4,0.1,-2.1,4.7,-4.7,3.2
O=C(NCc1ccccc1Cl)C1CCN(S(=O)(=O)c2ccc(-n3cnnn3)cc2)CC1,12.9,1.2,7.7,-1.8,1.2,2.4,2.8,2.1,0.5,-7.5
Cc1ccc(-c2csc3ncnc(Oc4ccc5c(C)cc(=O)oc5c4)c23)cc1,8.4,1.4,2.9,-3.3,2.0,2.7,0.0,-1.5,19.4,-17.9
COc1cc(/C=C(\C#N)C(N)=O)ccc1OCc1c(C)no[n+]1[O-],6.4,-0.9,-2.5,1.0,-5.5,-2.5,-6.3,-3.1,-12.5,-27.1
COC(=O)c1ccccc1OCCCOc1ccc(C)cc1OC,-20.9,94.4*,-3.8,-2.6,2.4,0.0,0.7,/,33.8,40.4
N#CCSc1nnc(COc2cccc3ccccc23)n1-c1cccc(Cl)c1,-32.4,1.4,-0.7,-0.2,-3.2,1.0,-15.3,-2.0,10.1,11.7
O=C(CNC(=O)c1ccco1)N=Nc1c(O)[nH]c2ccc([N+](=O)[O-])cc12,-10.0,5.8,2.3,0.5,-2.7,-2.0,-3.7,15.4,3.8,-5.5
CN1CCN(C(=O)CSc2nc(-c3ccncc3)ccc2C#N)CC1,/,2.9,/,-0.9,-7.2,-2.0,/,3.3,/,-28.7
O=C(Cn1c(C(F)(F)F)nc2ccccc21)c1ccc(F)cc1,-23.9,-2.5,-5.7,-3.4,-7.9,-1.8,-5.0,/,3.5,-14.6
CN(C)c1ccc(NC(=O)c2cccc(N3C(=O)C4C5C=CC(C5)C4C3=O)c2)cc1 (stereo not drawn),-4.1,2.1,4.8,-2.1,-6.4,-0.2,0.9,-0.2,42.3,-1.6
CN(CC(=O)Nc1ccccc1Cl)C(=O)COC(=O)CSc1ccc(F)cc1,-30.0,/,30.5,-1.2,/,-0.9,-10.2,-7.0,-1.2,/
CC(=O)Oc1ccc(-n2c(=O)c3ccccc3c3ccccc3c2=O)cc1,48.2,1.9,-2.7,-1.6,-1.2,-1.1,27.4,-6.1,0.9,-1.3
CCCN(CCC)S(=O)(=O)c1ccc(C(=O)Nc2c(C)n(C)n(-c3ccccc3)c2=O)cc1,-7.5,0.2,10.1,-2.2,-1.5,-4.7,-11.9,5.7,-4.2,3.0
CCCCC(=O)Nc1ccc(C(=O)Nc2ccc(OC)cc2[N+](=O)[O-])cc1,-1.5,-1.7,15.6,-2.8,4.6,-0.8,-5.9,0.2,?,-20.6
COc1cc(OC)c(OC)cc1CN1CCN(C(=O)c2cccc3ccccc23)CC1,6.1,-4.8,7.9,0.7,-9.9,-3.9,0.1,-3.5,29.0,-31.4
Cc1ccc(NC(=O)c2ccccc2NS(=O)(=O)c2ccc(Cl)s2)cc1S(=O)(=O)N1CCOCC1,-0.8,-1.2,-2.9,-1.3,2.4,0.7,-3.4,-3.4,23.1,-23.3
Cn1c(CNC(=O)c2ccco2)nnc1SCC(=O)Nc1cccc(F)c1,2.8,-1.5,4.0,0.6,-3.7,1.1,-1.3,5.4,-5.5,7.3
COc1cc(C)c(C(=O)Oc2cc(C)c(C(=O)O)c(O)c2)c(O)c1,17.0,/,-0.5,2.2,/,5.6,4.8,18.2,-16.8,/
COc1nc(NC(=O)c2ccc(F)cc2)nc(OC)c1-c1ccccc1,-6.0,5.3,4.7,1.7,-4.9,-0.9,2.9,0.3,41.5,-1.9
COC(CN(C)C(=O)c1cn(C)c2ccc(S(=O)(=O)N(C)C3CCCCC3)cc2c1=O)OC,2.6,-6.5,5.8,0.9,-7.2,1.4,-0.6,-6.1,10.7,-10.1
CCc1cc2c(NCC3CCCO3)nc(C)nc2s1 (stereo not drawn),-1.8,-0.8,-22.9,-2.0,6.8,1.0,-8.0,4.6,12.9,-1.1
Cc1ccc(S(=O)(=O)NCCC(=O)O)cc1,1.0,3.8,-5.7,-0.9,3.0,-2.1,-2.0,8.2,-5.7,-29.1
CN(c1ccc(C(=O)N2CCCCCC2)cc1)S(=O)(=O)c1ccc(Cl)cc1,1.0,-3.4,-0.2,0.3,-0.2,-0.2,0.9,-0.9,-9.4,-21.5
Cn1cccc1C(=O)OCC(=O)Nc1cccc(S(=O)(=O)N2CCOCC2)c1,3.6,-3.0,1.1,2.4,0.5,-1.2,-0.4,10.7,27.8,13.7

# One compound at a time, from the list above:
# Cn1c(CNC(=O)c2ccco2)nnc1SCC(=O)Nc1cccc(F)c1 across the screens: HSF1 activator: 2.8; HSP90 inh: -1.5; Platelet DG rel: 4.0; GSK3A inh: 0.6; IEC-6 tox: -3.7; GSK3beta inhib: 1.1; HSF1 inhib: -1.3; DYRK1A inh: 5.4; aSyn UTR inh: -5.5; KLF5 inhibitor: 7.3
# CCCN(CCC)S(=O)(=O)c1ccc(C(=O)Nc2c(C)n(C)n(-c3ccccc3)c2=O)cc1 across the screens: HSF1 activator: -7.5; HSP90 inh: 0.2; Platelet DG rel: 10.1; GSK3A inh: -2.2; IEC-6 tox: -1.5; GSK3beta inhib: -4.7; HSF1 inhib: -11.9; DYRK1A inh: 5.7; aSyn UTR inh: -4.2; KLF5 inhibitor: 3.0

# This is a subset (hit frequency here may not be typical).
